SENP7 inh: SENP7 protease inhibitors, primary screen, biochemical, luminescence, uHTS; Sentrin-specific protease 7 (Homo sapiens), Q9BQF6; recombinant SENP7, Z-RLRGG-aminoluciferin luminescence, 40 min; inhibition, % at 5 µM; hit rate 1.5% among 330,000; AID 434973, 2010;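 active = inhibition above about 50% at the single test dose, limit read from the data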;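 also: plate controls were DMSO with enzyme for no effect and no enzyme buffer wells for full effect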
Target sequence (Q9BQF6 706-1050 limits assumed): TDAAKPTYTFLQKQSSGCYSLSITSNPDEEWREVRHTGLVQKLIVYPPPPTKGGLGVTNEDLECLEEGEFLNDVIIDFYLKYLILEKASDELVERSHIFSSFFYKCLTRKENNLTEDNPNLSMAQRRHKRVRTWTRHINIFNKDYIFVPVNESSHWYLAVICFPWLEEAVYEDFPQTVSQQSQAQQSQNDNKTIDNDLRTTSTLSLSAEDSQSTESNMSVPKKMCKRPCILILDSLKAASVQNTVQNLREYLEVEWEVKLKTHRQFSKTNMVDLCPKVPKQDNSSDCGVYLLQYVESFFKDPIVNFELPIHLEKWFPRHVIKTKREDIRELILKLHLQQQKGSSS
SENP8 block-1: human SENP8 protease inhibitors, primary screen, biochemical, fluorescence, Nedd8 protein substrate, uHTS; Sentrin-specific protease 8 (Homo sapiens), Q96LD8; recombinant SENP8; inhibition, % at 20 µM; hit rate 0.64% among 360,000; AID 602440, 2012; in the data active = inhibition mostly above about 40%, no sharp cut-off; inactive = mostly below about 27%
SENP8 block-2: SENP8 protease inhibitors, primary screen, biochemical, luminescence; AID 2540, 2010; inhibition, % at 10 µM; hit rate 1.2% among 330,000; Sentrin-specific protease 8 (Homo sapiens), Q96LD8; purified SENP8, Z-RLRGG-aminoluciferin cleavage; in the data active = inhibition above about 50%
SENP1 FRET inh: human SENP1 catalytic domain inhibitors, primary screen, biochemical, FRET, uHTS; inhibition, % at 10 µM; hit rate 0.21% among 360,000; recombinant SENP1 catalytic domain, CyPet-SUMO1-YPet FRET cleavage;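 active = inhibition at least 30% at 10 µM, raw YFP signal under a set limit, fluorescence ratio 0.5 to 1.5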;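 also: 0% = enzyme with DMSO and 100% = no enzyme wells; some results filed as inactive read as strong as hits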
Target sequence (Q9P0U3 419-644 limits assumed): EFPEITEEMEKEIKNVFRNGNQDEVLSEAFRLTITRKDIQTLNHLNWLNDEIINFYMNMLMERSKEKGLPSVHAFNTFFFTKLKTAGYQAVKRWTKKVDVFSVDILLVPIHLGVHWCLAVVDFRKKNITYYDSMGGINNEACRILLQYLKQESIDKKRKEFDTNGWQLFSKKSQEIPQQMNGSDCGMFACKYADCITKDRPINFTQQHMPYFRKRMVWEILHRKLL
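Assay system: hSENP1 catalytic domain, recombinant. Amount: SENP1 enzyme, 20 pM final. Schedule: 50 min reaction, RT, dark. Technique: FRET, CFP and YFP emission. Control set: no-enzyme wells low, DMSO-plus-enzyme wells high control.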
HKDC1 inh: HKDC1 hexokinase inhibitors, primary screen, biochemical, fluorescence, uHTS. recombinant HKDC1, G6PDH/diaphorase resazurin coupled fluorescence. inhibition, % at 20 µM. hit rate 0.16% among 340,000. AID 493160, 2011. Q2TB90;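 active = inhibition above about 35% when tested at 20 µM, limit read from the data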;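 also: plate controls were DMSO wells with enzyme for no effect and DMSO wells lacking enzyme for full effect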
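Assay system – recombinant HKDC1 (HK5) hexokinase enzyme, produced in-house · Input – HKDC1 at 5 µg/mL · Reagent – glucose plus 1 mM ATP as hexokinase substrates · Timing – 90 min reaction incubation at room temperature, dark · Measured by – G6PDH/diaphorase-coupled fluorescence, 1 mM NADP, 100 µM resazurin, 525/613 nm · Benchmarks – DMSO-enzyme wells negative, buffer-substituted wells positive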
beta cell repl: inducers of MIN6 beta-cell proliferation, primary screen, ATP luminescence, uHTS; MIN6 cells proliferation, ATPlite luminescence, 48 h; cells starved in 0.2% serum; 100% = growth in 10% serum; proliferation, % at 10 µM; hit rate 0.29% among 330,000; AID 2380, 2010;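 active = compounds whose signal lies at least 3.5 SD above the mean of all wells on their plate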;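 also: 0% = DMSO-treated cells in low-serum medium and 100% = 10% serum control; some compounds called inactive have numbers as strong as hits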
PfGluPho inh: PfG6PD enzyme inhibitors, primary screen, biochemical, fluorescence intensity, uHTS | PfGluPho enzyme, NADPH resazurin-diaphorase fluorescence | inhibition, % at 20 µM | hit rate 0.78% among 350,000;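 active = inhibition reaching at least a set limit at 20 µM in the primary screen, cut at about 59% in these data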;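 also: 0% = DMSO wells with substrate and 100% = DMSO wells lacking glucose-6-phosphate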
SENP6 block: SENP6 protease inhibitors, primary screen, biochemical, luminescence, uHTS; Sentrin-specific protease 6 (Homo sapiens), Q9GZR1; Recombinant SENP6 catalytic domain, aminoluciferin luminescence; inhibition, % at 10 µM; hit rate 1.8% among 330,000;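 active = inhibition above about 50% at the single tested dose, limit read from the data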;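 also: plate controls were DMSO wells with enzyme for no effect and DMSO wells lacking enzyme for full effect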
Target sequence (Q9GZR1 628-1112 limits assumed): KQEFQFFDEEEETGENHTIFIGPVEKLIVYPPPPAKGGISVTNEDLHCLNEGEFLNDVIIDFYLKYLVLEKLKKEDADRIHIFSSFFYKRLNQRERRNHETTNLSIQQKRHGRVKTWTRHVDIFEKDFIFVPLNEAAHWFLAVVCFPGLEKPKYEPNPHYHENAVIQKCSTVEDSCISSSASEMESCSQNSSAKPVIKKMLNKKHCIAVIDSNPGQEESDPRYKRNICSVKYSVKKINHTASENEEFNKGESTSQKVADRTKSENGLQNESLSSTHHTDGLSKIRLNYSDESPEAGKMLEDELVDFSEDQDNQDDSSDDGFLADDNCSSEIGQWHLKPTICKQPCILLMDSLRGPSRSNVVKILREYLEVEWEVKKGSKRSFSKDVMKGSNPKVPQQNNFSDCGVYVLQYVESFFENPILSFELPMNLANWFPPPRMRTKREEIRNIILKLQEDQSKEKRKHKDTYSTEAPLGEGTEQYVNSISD
UBC13 polyUb: UBC13 polyubiquitin chain formation inhibitors, primary screen, biochemical, TR-FRET, uHTS | hit rate 0.47% among 330,000 | Ubiquitin-conjugating enzyme E2 N (Homo sapiens), P61088 | inhibition, % at 20 µM; in the data active = inhibition above about 45%, passing the limit was not always enough
Active calls of the source: *; · = no result given.

SMILES	SENP7 inh	SENP8 block-1	SENP8 block-2	SENP1 FRET inh	HKDC1 inh	beta cell repl	PfGluPho inh	SENP6 block	UBC13 polyUb
CCOC(=O)C1=CC[C@@H](c2ccco2)N(S(=O)(=O)c2ccc(C)cc2)[C@H]1C(=O)OCC	2	13	-1	-3	-1	6	19	6	9
COc1ccccc1Nc1nc(N)nc(CSc2nnc(C)s2)n1	-5	16	-2	1	0	1	-4	2	7
CCN(Cc1ccccc1)S(=O)(=O)c1csc(C(N)=O)c1	-7	6	-1	0	3	2	-3	9	5
CN1CCCN(C(=O)/C=C/c2ccc(Cl)cc2Cl)CC1	-8	11	-13	2	9	1	11	-44	-3
O=C(O)c1cc(-c2cc3ccccc3o2)nn1-c1ccccc1	-1	-96	-1	-11	8	-2	14	3	9
COc1ccc(C(C)=O)cc1COC(=O)c1ccc(S(=O)(=O)N2CCOCC2)cc1	-7	12	-9	1	-2	-1	-6	5	-3
CCn1nnc(-c2ccccc2NC(=O)C(F)(F)F)n1	7	10	3	2	-9	0	-12	-7	-4
CC1Cc2cc(S(=O)(=O)NCc3ccccc3)ccc2N1C(=O)C1CCC1 (stereo not given)	5	6	4	-1	6	1	6	-9	1
O=C1c2ccccc2NC(c2ccc(-c3cccc(Cl)c3)o2)N1O (stereo not given)	-7	-277	-6	1	-5	-6	7	2	7
O=C(CSc1nnnn1C1CCCCC1)NNC(=O)c1ccco1	9	-1	3	1	-3	1	-5	4	4
CCOC(=O)C[C@H]1c2cc(F)ccc2S(=O)(=O)N1C1CCCCC1	3	8	-8	1	-5	4	-3	-24	8
CCOC(=O)Nc1ccc([N+](=O)[O-])cc1C	-1	13	2	2	-7	0	4	-1	6
O=Cc1c(Sc2ccccc2)nc2ccccn2c1=O	-4	34	3	-2	0	-4	-15	-6	-5
O=C(CCNS(=O)(=O)c1cccc2nsnc12)NC1CCN(Cc2ccccc2)CC1	10	16	1	0	0	-2	3	-2	2
COc1ccc2[nH]c3nc(SCC(=O)NC4CC4)nnc3c2c1	-10	10	-10	3	4	-1	0	-23	-27
Cc1[nH]n(-c2ncc(-c3ccccc3)s2)c(=O)c1C(c1ccc(Br)cc1)C(C#N)C#N (stereo not given)	6	17	13	2	11	-5	-15	27	-30
Cc1ccc(OCC(=O)N2CCN(C(=O)c3ccncc3)CC2)cc1	2	-4	1	0	-8	-3	-2	-3	4
c1cc2c(cn1)cnc1cscc12	-1	-109	-1	-2	-3	4	-5	-4	-1
CC1=C(C)CC2C(C1)C(=O)c1ccc(Br)cc1S2(=O)=O (stereo not given)	2	13	3	0	2	-4	-29	3	9
O=C(NC1CCCCCC1)c1cc(S(=O)(=O)N2CCC3(CC2)OCCO3)ccc1F	1	10	0	1	-6	-2	-2	9	21
COCC(C)n1c(C)cc(C(=O)COC(=O)CCc2nc3ccccc3c(=O)[nH]2)c1C (stereo not given)	6	0	-2	-1	-2	-4	18	-24	16
CC(=O)c1ccc(-n2nnnc2SCC(=O)NC2CCCCC2)cc1	5	-3	-5	-4	-5	0	-5	-23	0
CCOc1ccc(/C=C/C(=O)OCC(=O)NCCc2ccc(OCC)c(OCC)c2)cc1OC	-6	-294	-15	1	-1	6	-5	-13	3
Cc1cccc(NC(=O)CSCC(=O)Nc2cc(Cl)ccc2N2CCOCC2)c1	-1	13	0	0	1	-1	20	-8	8
O=C(NCCCCCCCCCNC(=O)C(F)(F)F)C(F)(F)F	-8	12	-1	2	14	0	-1	-11	4
CCn1c(SCc2ccc(F)cc2)nc2c(c1=O)SCC2	1	15	-1	0	-2	-2	-1	6	0
COc1ccc(N(C)C(=O)Nc2ccc3nsnc3c2)cc1	·	4	·	56*	3	·	-7	·	·
Cc1oc(-c2ccccc2Cl)nc1CS(=O)CC(=O)N1CCN(c2ccccc2)CC1 (stereo not given)	10	5	-4	1	4	0	2	1	9
Cc1cccc(NC(=O)CCNS(=O)(=O)c2ccc3[nH]c(=O)oc3c2)c1	3	17	0	-2	-6	-1	7	20	-2
CCCc1cc(C(=O)Nc2ccc(C)cc2)no1	1	20	2	0	-6	-3	14	42	5
O=C(CCSCCC(=O)Nc1c(F)c(F)c(F)c(F)c1F)Nc1c(F)c(F)c(F)c(F)c1F	-2	9	-3	1	2	-1	2	-2	16
Cc1ccc(Cc2c(C)nc3nc(SCC(=O)NCCCN4CCCCCC4)nn3c2C)cc1	-9	·	-13	·	-12	1	16	-26	103*
COc1ccccc1Nc1nc(NCCO)nc(N)c1[N+](=O)[O-]	0	23	1	2	4	3	6	3	-11
Cc1ccc(NC(=O)CCCC(=O)OC(C)C(=O)c2ccccc2)cc1 (stereo not given)	0	2	2	2	-6	0	10	-3	-11
CCn1nc(C(=O)NNC(=O)c2ccccc2OCc2c(C)noc2C)c2ccccc2c1=O	-7	9	-13	0	-4	5	-1	5	-20
COc1ccccc1/C=C1/C(=O)N(c2cc(C)cc(C)c2)C(c2cccc([N+](=O)[O-])c2)S1(=O)=O (stereo not given)	-3	5	2	-1	13	0	0	1	2
COc1ccccc1-n1cccc1C=O	4	3	-9	2	-7	-1	15	0	-8
O=C(CCNC(=O)C1CCN(S(=O)(=O)c2ccccc2)CC1)NCCc1cccc(F)c1	12	15	-6	0	-6	3	15	-10	-8
CC(C)S(=O)(=O)C1=NSC2=NC(=O)/C(=C\c3ccc(-c4ccccc4)o3)C(=N)N21	·	-45	·	-26	4	·	-31	·	·
COc1ccc(C(=O)OCC(=O)N2CCC(C)CC2)cc1S(=O)(=O)N1CCOCC1	3	6	-5	2	2	5	8	-22	0

Looked up by structure from the entries so far (6):
SMILES	SENP7 inh	SENP8 block-1	SENP8 block-2	SENP1 FRET inh	HKDC1 inh	beta cell repl	PfGluPho inh	SENP6 block	UBC13 polyUb
O=C(NCCCCCCCCCNC(=O)C(F)(F)F)C(F)(F)F	-8	12	-1	2	14	0	-1	-11	4
COc1ccccc1-n1cccc1C=O	4	3	-9	2	-7	-1	15	0	-8
Cc1ccc(NC(=O)CCCC(=O)OC(C)C(=O)c2ccccc2)cc1 (stereo not given)	0	2	2	2	-6	0	10	-3	-11
Cc1cccc(NC(=O)CSCC(=O)Nc2cc(Cl)ccc2N2CCOCC2)c1	-1	13	0	0	1	-1	20	-8	8
CCCc1cc(C(=O)Nc2ccc(C)cc2)no1	1	20	2	0	-6	-3	14	42	5
Cc1cccc(NC(=O)CCNS(=O)(=O)c2ccc3[nH]c(=O)oc3c2)c1	3	17	0	-2	-6	-1	7	20	-2

(continued)
SMILES	SENP7 inh	SENP8 block-1	SENP8 block-2	SENP1 FRET inh	HKDC1 inh	beta cell repl	PfGluPho inh	SENP6 block	UBC13 polyUb
O=C(Nc1ccc(OC(=O)c2cccnc2)cc1)c1cccnc1	-12	10	-15	-1	-1	-1	1	-22	-3
Cc1ccsc1-c1nc(CN2C[C@@H](C)O[C@@H](C)C2)c(C)o1	-6	-25	-7	-5	-1	-4	3	-19	9
COc1ccc(C2=NS(=O)(=O)N(C)C(C(=O)N3CCN(C)CC3)=C2)cc1	-2	-184	0	2	-8	4	0	-8	0
COc1ccc(CCN(C)C(=O)N2CCOCC2)cc1OC	6	2	1	0	-3	0	-3	36	2
COc1ccc(CC(=O)NCCC2=CCCCC2)cc1	-7	5	-1	0	-1	-2	1	-14	-1
Cc1cc(C)c2c(=O)[nH]c(SCC(=O)NCCc3ccccc3)nc2n1	-5	-56	-3	-3	2	0	3	4	0
CC1Cc2ccccc2N1CC(=O)NC(=O)NC1CCCC1 (stereo not given)	3	-3	4	2	-3	-1	-11	21	5
O=C(CNC(=O)c1ccc(Cl)cc1)OCC(=O)N1CCCC1	-9	10	-6	1	-6	-2	21	-10	-5
CC1(C)CC(=O)C(/C=N/c2ccccn2)=C(O)C1	1	3	1	1	16	-4	-9	6	-4
Cc1ccc(Cl)cc1NC(=O)COC(=O)Cn1cnc2c1c(=O)n(C)c(=O)n2C	-11	8	-10	2	-3	0	-12	-20	-3
CCOC(=O)C1=NN(c2ccc(C)cc2)CC1C(=O)OC (stereo not given)	-5	-272	-6	-11	-8	-1	8	-6	3
CCCC(=O)NC(=S)Nc1cccc(NC(=O)c2ccccc2)c1	-5	15	-9	3	8	-2	2	-18	1
Cn1c(N)c(C(=O)Nc2c(Cl)cccc2Cl)sc1=S	-4	11	-3	0	0	0	13	-32	-8
Cc1c(Nc2c3ccccc3nc3ccccc23)c(=O)n(-c2ccccc2)n1C	1	-65	-4	-107	-4	1	2	-12	-65
COc1ccccc1N1CC(C(=O)Nc2nc(C)cs2)CC1=O (stereo not given)	-6	-14	1	-4	-4	1	14	-21	10
O=C(NCCN1CCc2ccccc2C1)C1CCN(S(=O)(=O)N2CCCCC2)CC1	2	14	-10	8	-7	0	-11	1	-2
CCOCCCNC(=O)C1CCN(C(=O)Nc2ccc(Cl)cc2)CC1	-7	14	-12	3	4	0	-5	-9	1
Cc1cccc(CNC(=O)Cn2ccc3cc(S(=O)(=O)N4CCCCCC4)ccc32)c1	-1	0	5	2	1	-5	-1	4	6
Cc1oc2c(C)c3oc(=O)c(CCC(=O)N4C[C@H]5C[C@@H](C4)c4cccc(=O)n4C5)c(C)c3cc2c1C	-7	-169	7	-7	7	1	-15	0	11
O=C(CCc1nc(-c2ccccc2)no1)NCc1ccco1	-7	-1	-2	2	-6	2	-3	-15	2
CCOc1ccc(-c2cc(C(=O)N3CCC(C)CC3)c3ccccc3n2)cc1	-7	-397	-6	-2	0	-5	11	-13	18
COc1ccc(N(C(=O)COc2ccc(F)cc2)S(=O)(=O)c2ccc(C)cc2)cc1	3	12	-11	6	-7	-1	13	0	-6
O=C(Nc1ccc(N2CCN(C(=O)c3ccco3)CC2)cc1)c1cc(Br)ccc1Cl	-6	7	-18	2	2	-6	12	-6	-8
CCOC(=O)N1CCC(NC(=O)CSCc2nc(-c3cccc(OC)c3)oc2C)CC1	-4	16	-10	-1	-4	0	6	-16	-14
Cc1cc(C)n(C(=O)CNc2ccc(C)c(C)c2)n1	17	27	9	0	-4	1	-8	28	1
CCCCC12CN3CCN(CC(C3)/C1=N\NC(=O)Nc1ccccc1)C2	-8	28	-1	-1	13	-1	-9	-9	-4
CC1CCC(NC(=O)COC(=O)c2ccco2)CC1 (stereo not given)	-2	9	-11	2	-4	0	2	-17	-4
O=C(NC1CCCCC1)NC1CCN(C(=S)NCc2ccco2)CC1	8	13	9	-1	-6	-2	0	-38	-2
O=C(C1=NN[C@@H]2C(=O)N(c3ccccc3C(F)(F)F)C(=O)[C@H]12)c1ccc2ccccc2n1	6	33	1	-70	13	-3	-33	3	8
O=C(O)Cn1c(=S)sc2ccccc21	-2	4	-1	1	-7	-3	-12	-5	4
COc1ccc(-c2cn[nH]c2-c2ccc(OC)cc2O)cc1	6	9	-7	0	0	9.3*	-1	12	13

Source: PubChem BioAssay
